# SUMO HTRF inh = inhibitors of in vitro SUMOylation cascade, primary screen, biochemical, HTRF, uHTS; inhibition, % at 35 µM; HTRF SUMOylation assay, SAE1/SAE2 + UBC9; hit rate 0.36% among 290,000; SUMO-conjugating enzyme UBC9 (Homo sapiens), P63279; in the data active = inhibition above about 50%, passing the limit was not always enough; also: strong numbers were not always called active
# Target sequence (P63279 whole entry, looked up): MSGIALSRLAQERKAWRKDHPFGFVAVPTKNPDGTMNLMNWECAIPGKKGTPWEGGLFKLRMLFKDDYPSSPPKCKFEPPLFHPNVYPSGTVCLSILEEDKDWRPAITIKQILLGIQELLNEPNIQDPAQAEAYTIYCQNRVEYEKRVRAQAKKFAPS
# pCIP destab = p/CIP-EGFP fusion destabilizers, primary screen, fluorescence, F442A cells; hit rate 0.01% among 290,000; 16 h; Q05BA5; decrease of EGFP signal, % at 10 µM; AID 1984, 2009;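 active = EGFP signal decrease of at least 30% at 10 µM or well 3 SD below plate mean, unless failing retest; inactive = the rest, including hits failing retest or dose response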; also: some compounds called inactive have numbers as strong as hits; many of its hits are not listed in these tables
# IMP-1 inh = IMP-1 metallo-beta-lactamase inhibitors, primary screen, biochemical, epi-absorbance readout, Pseudomonas aeruginosa enzyme. inhibition, % at 5.6 µM. metallo-beta-lactamase IMP-1 (Pseudomonas aeruginosa). hit rate 0.45% among 290,000. purified IMP-1, nitrocefin hydrolysis, epi-absorbance fluorescence;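 active = inhibition above the mean plus 3 SD of all compounds in the same screening run, cut at about 4.5% in these data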;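 also: 0% = IMP-1 with DMSO and 100% = DMSO wells lacking enzyme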
#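 System: Purified IMP-1 | Read-out basis: Percent enzyme inhibition | Controls: IMP-1 with DMSO as 0%, enzyme-free DMSO as 100% | Replicates: One well per compound | Doses: 5.6 µM nominal single concentration | Detection: Epi-absorbance fluorescence, 480 nm excitation, 530 nm emission | Incubation: 25 °C, 15 min preincubation, 25 min reaction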
# CRFBP-R2 block = antagonists of CRF-BP/CRF-R2 complex, primary screen, cell-based, HEK293, calcium dye fluorescence, uHTS | CRF-induced calcium fluorescence | inhibition, % at 11.8 µM | hit rate 0.59% among 350,000 | AID 588475, 2011;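 active = inhibition of the ligand-induced calcium signal above about 50% at the single tested concentration, limit read from the data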
# GalR3 antag = GalR3 antagonists in HEK293 cells, primary screen, cell-based, fluorescence readout; hit rate 0.44% among 360,000; inhibition, % at 3 µM; AID 651719, 2012; HEK293 GalR3-CNG cAMP membrane potential fluorescence; galR3 body fused to GalR1 C-terminus; Galanin receptor type 3 (Homo sapiens), O60755;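 active = inhibition above the screen-wide average plus 3 SD, cut at about 13% in these data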;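 also: forskolin and galanin both at EC90 stimulate the cells; cAMP rise reported by CNG channel membrane potential dye signal; 0% = forskolin plus galanin with DMSO and 100% = forskolin alone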
# Target sequence (O60755 1-299 limits assumed): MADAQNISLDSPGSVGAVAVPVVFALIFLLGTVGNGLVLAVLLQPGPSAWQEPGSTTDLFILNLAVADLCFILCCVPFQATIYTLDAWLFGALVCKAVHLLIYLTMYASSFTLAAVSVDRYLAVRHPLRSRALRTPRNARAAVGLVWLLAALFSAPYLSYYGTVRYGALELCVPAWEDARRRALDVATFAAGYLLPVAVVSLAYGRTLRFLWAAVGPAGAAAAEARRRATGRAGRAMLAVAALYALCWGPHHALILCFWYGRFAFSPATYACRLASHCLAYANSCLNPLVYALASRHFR
# IDE cell inh = human IDE inhibitors in live cells, primary screen, fluorescence polarization, HEK cells, FAbetaB substrate; Insulin-degrading enzyme (Homo sapiens), P14735; FAbetaB cleavage; inhibition, % at 5.59 µM; hit rate 0.41% among 320,000;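 active = percent inhibition above the average of all tested compounds plus 3 SD, set per screening campaign, cut at about 16% in these data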;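 also: IDE supplied by intact live HEK cells; FP after avidin binding of uncleaved biotin substrate so inhibition keeps polarization high; 0% = DMSO wells and 100% = 60 µM reference IDE inhibitor Ii1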
# VIM-2 inh = VIM-2 metallo-beta-lactamase inhibitors, primary screen, biochemical, epi-absorbance readout, Pseudomonas aeruginosa enzyme. purified VIM-2, nitrocefin hydrolysis, epi-absorbance fluorescence. inhibition, % at 5.6 µM. AID 1527, 2009. hit rate 0.89% among 290,000;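 active = inhibition above the mean of all tested compounds plus 3 SD, cutoff set per screening run, cut at about 7.5% in these data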;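 also: red hydrolysis product quenches plate fluorescence so inhibitors raise well fluorescence; 0% = enzyme with DMSO and 100% = DMSO without enzyme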
# HCV NS3 hel inh = inhibitors of HCV NS3 helicase, primary screen, biochemical, Cy5 molecular beacon fluorescence | Hepatitis C virus NS3 helicase | NS3 helicase DNA unwinding | inhibition, % at 10.9 µM | hit rate 0.56% among 290,000 | AID 1800, 2009;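 active = inhibition above the mean of all tested compounds plus 3 SD, set per campaign, cut at about 35% in these data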;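 also: 0% = DMSO wells and 100% = thioflavine S control wells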
#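 Material: hepatitis C virus NS3 helicase domain fragment enzyme; measured by: Cy5 fluorescence, 0 and 60 min reads; control set: DMSO and thioflavine S; incubation: 60 min unwinding reaction at 25 °C after ATP addition; read-out basis: % inhibition from 60/0 min fluorescence ratio, DMSO 0%, thioflavine S 100%; repeats: singlicate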
# IDE cell activ = human IDE activators in live cells, primary screen, fluorescence polarization, HEK cells, FAbeta-B substrate; FAbeta-B cleavage; 0% vehicle, 100% cell-free pure enzyme wells; activation, % at 5.96 µM; hit rate 0.073% among 340,000; AID 493087, 2011;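 active = activation above the mean of all tested compounds plus 3 SD, set per screening campaign, cut at about 17% in these data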
# An asterisk follows results filed as active; · = no result given; & = joins results of further samples. Rows were taken by chance; any-hit rate near 3.2%.
SUMO HTRF inh	pCIP destab	IMP-1 inh	CRFBP-R2 block	GalR3 antag	IDE cell inh	VIM-2 inh	HCV NS3 hel inh	IDE cell activ	structure
·	·	·	5	1	4	·	·	-2	Cc1cc(C(=O)C(C)OC(=O)c2ccc(NC(=O)CC#N)cc2)c(C)n1-c1ccccc1 (stereo unspecified)
72	-16	-3.9	3	-9	-3	-2.2	12	2	NC(N)=NS(=O)(=O)c1ccc(NC(=S)NC(=O)/C=C/c2ccco2)cc1
·	·	-0.6	2	-3	3	0.0	-2	1	Fc1ccc(-c2nnc(-n3nnc4ccccc43)c3ccccc23)cc1
16	-16	-1.7	-13	-2	-4	-2.5	-18	-3	O=C1CC(c2ccccc2)CC(O)=C1C=NCCN1CCN(C(=S)Nc2cccc(Cl)c2)CC1 (stereo unspecified)
-4	5	-3.4	-15	·	1	-2.0	12	7	Cc1onc(-c2ccccc2Cl)c1C(=O)Nc1nnc(-c2cccc([N+](=O)[O-])c2)s1
-4	6	-2.5	20	-2	2	-2.9	-4	-1	CC(=O)N/C(=C\c1ccccc1)C(=O)OC/C=C/c1ccccc1
-6	-1	-4.8	21	-2	-4	-1.9	0	4	COc1ccc(NC(=O)C2CC(c3ccc(Cl)cc3)=NO2)cc1 (stereo unspecified)
8	4	-3.1	8	-6	-2	-0.5	-7	5	O=C(CCn1c(=S)oc2ccccc21)Nc1ccccc1F
-2	-1	-1.7	-1	-8	6	-0.1	-3	3	Cc1noc(C)c1S(=O)(=O)N1CCN(c2ccc(Cl)cc2)CC1
8	-2	-3.9	4	-2	·	-4.7	8	-7	COc1ccc(/C(C)=N\NC(=O)c2ccc(-c3ccccc3)cc2)c(F)c1
10	7	-2.1	3	-4	2	-2.2	-6	-2	COc1ccc(-n2nnnc2SCC(=O)Nc2cc(OC)c([N+](=O)[O-])cc2C)cc1
16	-13	-2.3	8	-11	3	-1.6	6	5	CCC(C)(C)NC(=O)CN(Cc1ccccc1)C(=O)CCC(=O)Nc1nccs1
·	·	·	8	-6	6	·	·	-1	CCN(C[C@H]1N[C@@](C)(C(=O)OC)[C@H]2C(=O)N(Cc3ccccc3)C(=O)[C@@H]12)S(=O)(=O)c1ccccc1
10	-2	-1.6	4	0	-2	-2.8	-4	-4	CCOC(=O)Cn1nnnc1C(CC)N(Cc1cccs1)Cc1cc2cc(C)ccc2[nH]c1=O (stereo unspecified)
-2	5	-4.3	7	3	10	-4.5	1	3	Cc1cccc(C)c1OCC(=O)N1CC2(C)CC1CC(C)(C)C2 (stereo unspecified)
7	2	4.5*	-13	-5	1	-2.6	-5	-3	COc1ccc(OC)c(N2CC(O)=C(c3nc4ccccc4s3)C2=N)c1
-5	12	-5.5	10	-8	2	-3.8	-8	-3	Cc1[nH]n(-c2ccccc2)c(=O)c1N=Nc1ccc(F)cc1
·	-1	-0.4	7	1	-2	-0.8	20	6	Cc1ccc(C)c(S(=O)(=O)c2c[nH]c(=S)[nH]c2=O)c1
·	·	·	8	1	4	·	·	-3	O=C(CNS(=O)(=O)c1c(F)cc(F)cc1Br)OCC(=O)N1CCCC1=O
1	-1	-1.7	-6	-6	3	-1.7	4	2	CC(C)CC1(C(=O)NCCc2c[nH]c3ccccc23)C=CCN1C(=O)c1ccccc1 (stereo unspecified)
17	-8	0.0	16	-5	3	1.6	-14	-2	Cc1cccc(C)c1NC(=O)CCCSc1nnc(-c2ccco2)n1-c1ccccc1
-20	-11	-0.5	1	-5	5	-1.2	-13	5	CC(C(=O)Nc1ccccc1Br)N1c2cccc3cccc(c23)S1(=O)=O (stereo unspecified)
28	1	0.0	1	-7	3	1.5	0	-1	CC1CCCCN1Cc1c(O)ccc2c(=O)c(-c3ccccc3)coc12 (stereo unspecified)
6	-8	-1.8	17&-5	-5&-6	-2	-1.3	-8	-1&2	C/C(N)=C(/C#N)C(=O)COC(=O)CCSc1ccccc1
·	·	·	-22	3	0	·	·	7	CC(=O)OCCCN(C)CC/C=C1/c2ccccc2CSc2ccccc21
-1	-3	-3.7	5	-3	5	-2.7	-2	2	CCc1cccc(C)c1NC(=O)CN(C)Cc1ccccc1F
·	·	·	-7	-4	-2	·	·	10	Nc1nnc(SCC(=O)NNC(=O)c2ccc([N+](=O)[O-])cc2)s1
6	-6	-1.8	-17	-4	-1	-1.8	-7	9	O=C(NC1CCCCC1)NC1CCN(CC(=O)N2CCOCC2)CC1
24	4	-2.2	-20	-4	-1	1.2	7	4	NC(=O)c1ccsc1NC(=O)CN1C(=O)C2CC=CCC2C1=O (stereo unspecified)
9	-5	-1.7	6	-5	7	-4.5	2	-3	O=C(CCCc1ccccc1)Nc1ccnn1C1CCN(Cc2ccccn2)CC1

# Rewritten as labelled records: two of the compounds above.
O=C(CNS(=O)(=O)c1c(F)cc(F)cc1Br)OCC(=O)N1CCCC1=O
  SUMO HTRF inh = ·; pCIP destab = ·; IMP-1 inh = ·; CRFBP-R2 block = 8; GalR3 antag = 1; IDE cell inh = 4; VIM-2 inh = ·; HCV NS3 hel inh = ·; IDE cell activ = -3
CC(C)CC1(C(=O)NCCc2c[nH]c3ccccc23)C=CCN1C(=O)c1ccccc1 (stereo unspecified)
  SUMO HTRF inh = 1; pCIP destab = -1; IMP-1 inh = -1.7; CRFBP-R2 block = -6; GalR3 antag = -6; IDE cell inh = 3; VIM-2 inh = -1.7; HCV NS3 hel inh = 4; IDE cell activ = 2

# (further entries)
SUMO HTRF inh	pCIP destab	IMP-1 inh	CRFBP-R2 block	GalR3 antag	IDE cell inh	VIM-2 inh	HCV NS3 hel inh	IDE cell activ	structure
14	-3	-0.1	0	0	-3	0.1	2	3	CCC(=O)N(CCO)Cc1cc2ccc(C)c(C)c2[nH]c1=O
-32	-8	-2.6	-9	-4	3	-0.7	0	7	N#Cc1cnc(SCC(=O)Nc2ccccc2C(F)(F)F)nc1N
12	-2	-3.8	5	0	-1	-4.3	6	2	O=C(CCc1nnc(CCc2ccccc2)o1)N1CCCC1c1nccs1 (stereo unspecified)
5	-9	-2.4	-9	-6	2	-2.5	2	5	CCC(C)NC(=O)CSc1nc2ccsc2c(=O)n1-c1ccc(OC)cc1 (stereo unspecified)
·	·	·	9	-1	2	·	·	2	COC(=O)CCCCC(=O)OC
·	·	·	-11	0	1	·	·	6	O=C(NCc1ccc(OC(F)(F)F)cc1)c1cc(-c2ccccc2)nn1CC1CC(c2cccnc2)=NO1 (stereo unspecified)
11	-7	-2.1	-3	-5	-1	-0.1	-5	7	COc1ccc(CNC(C)C(=O)Nc2ccc3ccccc3c2)cc1OC (stereo unspecified)
-3	-1	-4.9	-31	-9	0	-2.2	-6	-5	O=C(COC(=O)c1cc(-c2ccc(F)cc2)nc2ccccc12)NCC1CCCO1 (stereo unspecified)
3	-18	-2.4	-6	-10	2	-4.1	0	2	Cc1ccc(C(=O)N[C@H](C(=O)N2CCN(c3ccccc3F)CC2)C(C)C)cc1
29	-8	-0.7	33	-7	-4	0.1	26	5	Cc1nnc(SCc2cc([N+](=O)[O-])cc3c2OCOC3)[nH]c1=O
-10	-3	0.3	5	-2	-4	-2.9	7	-2	CSc1nsc(SCC(=O)Nc2cccc(C(C)=O)c2)n1
13	4	0.0	-25	-7	8	4.8	2	2	N#C/C(=C/c1ccc(-c2cc([N+](=O)[O-])ccc2Cl)o1)C(N)=O
0	-19	-3.0	6	7	-1	-1.2	-3	4	CCOC(=O)c1cc(NC(=O)N2CCOCC2)c(C)nc1C
4	1	-2.6	10	-3	9	-1.7	2	-6	c1coc(CNc2nc3nonc3nc2NCc2ccco2)c1
-13	4	-2.1	-6	0	·	-0.2	8	-3	CC(C)n1cc(/C=N\NC(=O)c2cc3c(ccc4ccccc43)o2)c2ccccc21
·	·	·	1	3	-2	·	·	-6	COCCn1c(SCC(=O)NC(=O)NC2CCCC2)nc2ccccc2c1=O
6	-13	-1.4	0	-3	-1	-0.6	4	1	Cc1ccc(-c2nnc(SCC#N)n2N)cc1
-5	-4	-2.5	7	-8	-7	-1.9	13	3	Cc1ccc(C(=O)CC(Nc2ccc(F)cc2)c2ccccc2)cc1 (stereo unspecified)
4	-15	-1.0	-15	-5	1	-1.9	-10	-4	Cc1ccc(NC(=O)/C(=C\c2cccnc2)NC(=O)c2ccccc2)cc1
4	-5	-1.8	10	-4	0	-3.7	-3	5	COCCCNC(=O)CCC(=O)Nc1ccc2nc(N3CCOCC3)cc(C)c2c1
30	-19	·	7	-6	-7	·	·	-9	O=C(c1ccc(S(=O)(=O)N2CCC(c3nc4ccccc4s3)CC2)cc1)N1CCOCC1
22	-5	-3.9	47	-6	2	-1.3	-6	3	COc1cccc(NC(=O)CSc2nc3ccccc3c(=O)n2CCCC(=O)N2CCCC2)c1
7	-2	-3.6	-5	1	4	-2.3	4	1	COCCn1c(SCC(=O)N(C)C2CCS(=O)(=O)C2)nc2ccccc2c1=O (stereo unspecified)
24	-15	-1.6	15	-3	10	-1.4	2	7	COc1ccc(-c2nn(-c3ccccc3)cc2/C=C(\C#N)C(N)=O)cc1[N+](=O)[O-]
14	-14	-1.6	-1	-10	9	-4.3	-15	0	CN1CCOc2cc(S(=O)(=O)Nc3ccc(F)cc3)ccc21
-2	-10	-0.4	-7	-1	-1	1.2	-14	4	O=S(=O)(NCCS(=O)(=O)N1CCN(c2ccccc2)CC1)c1ccccc1
-1	1	-4.1	-43	4	1	-3.4	-2	-5	O=C(Cc1cccs1)NNC(=S)NC(=O)c1ccc(F)c(F)c1
14	-5	-3.0	-25	-8	-5	-4.5	3	4	CCc1ccc(N/C(N)=N/c2nc(CSc3ncccn3)cc(=O)[nH]2)cc1
·	·	·	3	4	2	·	·	2	COc1ccc2c(C)cc(SCC(=O)NC3CCCC3)nc2c1
3	8	-5.2	3	2	3	-0.5	-1	-1	COc1ccc(CC(NC(C)=O)C(=O)N2CCN(C(=O)Nc3cccc(Cl)c3)CC2)cc1OC (stereo unspecified)
6	-12	-2.9	40	-4	-2	-1.4	8	-5	Cc1ccc(NC(=O)c2cc([N+](=O)[O-])ccc2N2CCOCC2)cc1S(=O)(=O)N(C)C
·	·	·	-4	-3	-7	·	·	6	CCc1noc(C)c1C(=O)N1CCN(S(=O)(=O)c2ccc(Br)cc2Cl)CC1
-3	2	-1.9	5	-6	2	-0.3	-1	6	Cc1cc(NC(=O)CCN2C(=O)C3C4CCC(C4)C3C2=O)c(C)cc1Br (stereo unspecified)
6	-22	-0.7	17	-11	2	-2.8	7	8	Cc1ccc(CN2CCN(c3ncccn3)CC2)c(C)c1

# Screening data (PubChem BioAssay)
